Compound activity deposited in PubChem by National Center for Advancing Translational Sciences (NCATS).
TRb SRC2 PPI: qHTS for Inhibitors of the Interaction of Thyroid Hormone Receptor and Steroid Receptor Coregulator 2. 280,000 tested, 0.065% active. AID 1469, 2008. Thyroid hormone receptor beta (Homo sapiens), P10828. Potency, µM (doses to about 106 µM), for inactives: at the top dose activity change, negative = inhibition, most hits filed as inhibitors. TRbeta-SRC2 peptide binding, fluorescence polarization; receptor liganded with 1 µM T3;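 further: plate controls were bound peptide for no effect and peptide without receptor for full effect; nearly all actives have a fitted effect of over 50% in size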
Target sequence (P10828 whole entry, looked up): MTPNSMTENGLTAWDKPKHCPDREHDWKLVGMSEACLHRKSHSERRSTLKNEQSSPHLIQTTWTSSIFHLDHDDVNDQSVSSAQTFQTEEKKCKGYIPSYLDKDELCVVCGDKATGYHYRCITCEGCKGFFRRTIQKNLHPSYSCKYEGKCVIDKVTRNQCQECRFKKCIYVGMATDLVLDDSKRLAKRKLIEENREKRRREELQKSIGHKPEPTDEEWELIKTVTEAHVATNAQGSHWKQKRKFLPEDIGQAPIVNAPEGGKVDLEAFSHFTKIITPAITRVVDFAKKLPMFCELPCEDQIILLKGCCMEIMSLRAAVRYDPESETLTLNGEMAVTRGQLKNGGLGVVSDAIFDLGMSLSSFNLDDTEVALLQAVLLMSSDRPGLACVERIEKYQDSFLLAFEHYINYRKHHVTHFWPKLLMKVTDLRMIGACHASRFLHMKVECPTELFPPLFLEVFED
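Polarization signal, normalized between peptide-alone and full complex controls, measured compound effects on T3-liganded human TRb LBD (0.6 uM) binding 20 nM Texas Red SRC2 peptide after 5 hr.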
Tau fibril ThT: qHTS for Inhibitors of Tau Fibril Formation, Thioflavin T Binding. AID 1460, 2008. Potency, µM (doses to about 57.4 µM), for the others: top-dose activity, negative = inhibition, usual class: inhibitors. recombinant tau K18 P301L, heparin-induced fibrillization, ThT fluorescence. 270,000 tested, 2.1% active. Microtubule-associated protein tau (Homo sapiens), P10636; further: nearly all actives have a fitted effect of over 55% in size
Target sequence (P10636 561-689 P618L limits assumed): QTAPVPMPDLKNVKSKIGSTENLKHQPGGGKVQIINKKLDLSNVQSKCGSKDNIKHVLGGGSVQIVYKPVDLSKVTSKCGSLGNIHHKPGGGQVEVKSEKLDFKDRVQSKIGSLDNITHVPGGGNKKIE
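Recombinant human tau K18 fragment […] carrying P301L, 15 uM unlabeled plus 0.24 uM Alexa 594-labeled, was fibrillized with 20 uM heparin in 100 mM sodium acetate pH 7 for 6 hr at 37 C; 30 uM ThT fluorescence read after 1 hr.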
Tau fluor cs: Counterscreen qHTS for Inhibitors of Tau Fibril Formation, Fluorescence Polarization; AID 1463, 2008; tau K18 P301L Alexa594 fluorescence, heparin fibrillization; 280,000 tested, 0.93% active; Potency, µM (top dose mostly 57.7 µM), inactives show at the top dose activity change, negative = decrease; further: nearly all actives have a fitted effect of over 55% in size
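Human tau K18 P301L (15 uM unlabeled, 0.24 uM Alexa 594-labeled) in 100 mM sodium acetate pH 7 with 20 uM heparin, 6 hr at 37 C. ThT 30 uM added, 1 hr ambient; Alexa 594 FP and total fluorescence read at 555/632 nm.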
ALDH1A1 block: qHTS Assay for Inhibitors of Aldehyde Dehydrogenase 1 (ALDH1A1); Potency, µM (series often up to 75.3 µM), inactives show top-dose activity, negative = inhibition, actives largely listed as inhibitors; 220,000 tested, 7.3% active; Purified ALDH1A1, NADH fluorescence, propionaldehyde substrate; active means well fitted inhibition curve with a large enough effect, not every such curve was filed as active; inconclusive means small, poorly fitted or top-dose-only effect, or another doubt; inactive means no such curve, though single readings can be large or run the other way;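 further: plate controls were no enzyme wells and a reference inhibitor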
Tau FP inhib: qHTS for Inhibitors of Tau Fibril Formation, Fluorescence Polarization; AID 1468, 2008; Microtubule-associated protein tau (Homo sapiens), P10636; K18 P301L tau heparin fibrillization, Alexa594 FP, 6 h; 280,000 tested, 0.39% active; Potency, µM (doses to about 57.7 µM), without a hit: at the highest dose activity, negative = inhibition, most hits filed as inhibitors; further: nearly all actives have a fitted effect of over 55% in size
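FP of Alexa 594-tau after heparin (20 uM) induction. Substrate: human K18 P301L, 15 uM unlabeled, 0.24 uM labeled. Buffer 100 mM sodium acetate pH 7. 6 hr, 37 C.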
L3MBTL1 inh: qHTS Assay for the Inhibitors of L3MBTL1; Lethal(3)malignant brain tumor-like protein 1 (Homo sapiens), Q9Y468; AlphaScreen L3MBTL1–H3K9me1 peptide binding; Potency, µM (top dose mostly 57.1 µM), for the others: at the top dose activity, negative = inhibition, most hits filed as inhibitors; 230,000 tested, 0.66% active; AID 485360, 2010; further: nearly all actives have a fitted effect of over 60% in size
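AlphaScreen proximity signal between nickel-chelate acceptor and streptavidin donor beads (final 10 ug/mL) reports binding of 50 nM L3MBTL1 to 75 nM biotin-H3 K9me1 peptide; complex incubated with compounds 30 min at room temperature; cefsulodin titration as control.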
GLA spleen mod: qHTS Assay for Inhibitors and Activators of Human alpha-Galactosidase From Spleen Homogenate; Alpha-galactosidase A (Homo sapiens), P06280; human spleen homogenate, 4MU-alpha-Gal fluorescence, 40 min; 240,000 tested, 0.008% active; Potency, µM (series often up to 80 µM), for the others: top-dose activity change, negative = inhibition, hits mostly inhibitors; AID 2107, 2009;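 further: 0% = enzyme with vehicle and -100% = no enzyme basal signal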
Target sequence (P06280 32-429 limits assumed): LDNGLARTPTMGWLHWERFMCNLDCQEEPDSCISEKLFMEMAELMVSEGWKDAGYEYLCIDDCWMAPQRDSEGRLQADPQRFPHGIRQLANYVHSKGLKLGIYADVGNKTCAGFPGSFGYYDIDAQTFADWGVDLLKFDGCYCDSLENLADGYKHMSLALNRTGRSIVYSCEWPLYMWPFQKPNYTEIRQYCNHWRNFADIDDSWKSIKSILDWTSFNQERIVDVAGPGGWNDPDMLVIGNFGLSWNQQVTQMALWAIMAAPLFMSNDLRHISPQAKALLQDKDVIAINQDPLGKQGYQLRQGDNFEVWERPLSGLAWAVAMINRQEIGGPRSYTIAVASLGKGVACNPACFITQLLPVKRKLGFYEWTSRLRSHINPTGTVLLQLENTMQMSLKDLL
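Inhibition or activation of alpha-galactosidase in human spleen homogenate is scored by 4-MU fluorescence after 40 min at 37C, pH 5.0, with 1 mM substrate. AC50s come from concentration-response fitted to the Hill equation.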
TR SRC2 fluor cs: Total Fluorescence Counterscreen for Inhibitors of the Interaction of Thyroid Hormone Receptor and Steroid Receptor Coregulator 2; TRb/SRC2 Texas Red total fluorescence interference; Potency, µM (titrated, usually from 106 µM), for the others: top-dose fluorescence change, negative = quenching; 280,000 tested, 0.29% active; active means well fitted curve in either direction with a large enough effect; inconclusive means small, poorly fitted or top-dose-only effect
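Flags fluorescent or light-absorbing compounds by total fluorescence, S + 2P, at 555 nm excitation and 632 nm emission. Mixture: 20 nM Texas Red SRC2 peptide, 0.6 uM human TRb LBD, 1 uM T3, 5% DMSO; compound exposure 5 h at ambient temperature.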
Numbers without * were called inactive; ? = inconclusive; · = not tested or not shown; & = joins results of further samples; [ ] = remark or other dose. Unless noted, the call rests on the fitted dose curve; in most records, active means well fitted curve in the direction sought with a large enough effect; inconclusive means small, poorly fitted or top-dose-only effect, or another doubt; inactive means no such curve, though single readings can be large; an effect the other way counts as inactive or inconclusive. Unless noted, on the % scale 0 is the no-effect control and ±100 the full control effect; potency means the concentration at half of the fitted maximal effect. The list is partial (hit frequency here may not be typical).

SMILES	TRb SRC2 PPI	Tau fibril ThT	Tau fluor cs	ALDH1A1 block	Tau FP inhib	L3MBTL1 inh	GLA spleen mod	TR SRC2 fluor cs
Cc1ccccc1CN1CCN(Cc2ccccc2)CC1	4%	-9%	-7%	7%	-1%	7%	8%	-1%
O=[N+]([O-])c1cc(O)c(O)c([N+](=O)[O-])c1	1%&2%&-6%	?	-11%&-14%&-15%	?	6%&-6%&12%	-7%	-16%&3%&1%	-2%&0%&-2%
CCN(CCCl)Cc1ccccc1Br	-4%	-17%	0%	-5%	8%	·	2%	-4%
Oc1ccc2c3c1O[C@H]1c4oc5ccccc5c4C[C@@]4(O)C(C2)N(CC2CC2)CC[C@]314	2%	1%	-3%	1%	0%	·	4%	0%
CCOc1ccc(CCNC(=O)c2cc3c(-c4ccc(OC)c(OC)c4)nn(C)c3s2)cc1OCC	-8%	-12%	?	·	-9%	·	·	-2%
CC(=NC1CCN(Cc2ccccc2)CC1)c1c(O)n(C)c(=O)n(C)c1=O	2%	3%	8%	-10%	3%	1%	7%	1%
COc1ccc(-c2nc3ccccc3c(=O)n2-c2nccs2)cc1	-11%	-8%	-13%	-13%	0%	-3%	0%	3%
O=C1CN=C(c2ccccc2)c2cc(Br)ccc2N1Cc1cc(=O)n2ccccc2n1	4%	-8%	-10%	?	4%	4%	8%	2%
CN1C(=O)C(=Cc2ccc(Sc3ccccc3)o2)C(=O)N(C)C1=O	60%	?	?	?	-1%	-1%	-2%	65%
CCOC(=O)c1c(NS(=O)(=O)c2ccccc2)n(CCCOC)c2nc3ccccc3nc12	·	?	-18%	?	?	5%	11%	2%
COC(=O)[C@]1(C)CC[C@@]2(C)CC[C@@]3(C)C4=CC=C5C(=CC(=O)C(O)=C5C)[C@@]4(C)CC[C@@]3(C)C2C1 (stereo partly specified)	-2%	28µM*	?	-10%	?	·	4%	1%
CCCc1nc2ccccc2c(=O)n1-c1cccc(OC)c1	9%	-6%	-7%	10%	-5%	3%	-21%	-5%
Cc1ccc(N2Cc3ccccc3C2=N)cc1[N+](=O)[O-]	-7%	4%	1%	3%	-2%	5%	-4%	-2%
CN1C(=O)C(=Cc2ccccc2OCc2ccc(Cl)cc2)C(=O)N(C)C1=O	-4%	?	-7%	18µM*	-1%	1%	-6%	-2%
CCOP(=O)(Cc1cc(C(=O)CC)c(C)o1)OCC	4%	-17%	-1%	·	-1%	-4%	-5%	-3%
CCC(C(=O)N1CCC2(CC1)OCCO2)c1ccccc1 (stereo unspecified)	1%	3%	1%	?	6%	31%[activator]	4%	-1%
CC(=O)N1CN2CN(C(C)=O)CC(C(=O)c3ccc(Br)cc3)(C2)C1	5%	-2%	2%	8%	1%	1%	6%	-4%
CN1CCN(c2cc(N3CCCCCC3)c(F)cc2[N+](=O)[O-])CC1	-8%	?	-4%	?	2%	-17%	-8%	-3%
CC(=O)O[C@H]1C[C@@H](O[C@@H]2[C@H](C)O[C@H](O[C@@H]3[C@H](C)O[C@H](O[C@@H]4CC[C@@]5(C)[C@@H](CC[C@]6(C)[C@]5(C)C[C@H](O)[C@]5(C)[C@@H](C7=CC(=O)OC7)CC[C@@]56O)C4)C[C@@H]3O)C[C@@H]2O)O[C@@H](C)[C@H]1O[C@H]1O[C@@H](CO)[C@@H](O)[C@@H](O)[C@@H]1O	-3%[53 µM]	·	·	25%[20.9 µM]	·	·	-5%[29.1 µM]	-2%[53 µM]
N#C/C(=C\c1ccc(O)cc1)C(=O)O	-4%	0%	-3%	?	0%	·	5%	2%
COc1ccc(OC)c2c1CCC1NCCOC21 (stereo unspecified)	0%	-9%	-9%	-1%	-3%	-5%	-4%	2%
O=C1NC(=O)N(c2ccc3c(c2)OCO3)C(=O)/C1=C\c1ccc(-c2ccccc2C(=O)O)o1	-3%	?	-16%	-14%	-2%	?	2%	0%
O=C(Cc1ccccc1)Oc1ccc(N2C(=O)CCC2=O)cc1	-5%	-7%	-6%	-1%	1%	·	1%	-3%
COc1ccc(S(=O)(=O)NCc2ccc(C(=O)N3CCC4(CC3)OCCO4)cc2)cc1	-5%	4%	5%	-8%	0%	5%	-12%	1%
CN1CCN(c2oc(-c3ccc(COc4ccccc4)o3)nc2C#N)CC1	2%	-6%	-22%	·	1%	·	·	-25%

Some of these compounds in order of count of non-hydrogen atoms, smallest number first.
SMILES	TRb SRC2 PPI	Tau fibril ThT	Tau fluor cs	ALDH1A1 block	Tau FP inhib	L3MBTL1 inh	GLA spleen mod	TR SRC2 fluor cs
N#C/C(=C\c1ccc(O)cc1)C(=O)O	-4%	0%	-3%	?	0%	·	5%	2%
COc1ccc(OC)c2c1CCC1NCCOC21 (stereo unspecified)	0%	-9%	-9%	-1%	-3%	-5%	-4%	2%
CCOc1ccc(CCNC(=O)c2cc3c(-c4ccc(OC)c(OC)c4)nn(C)c3s2)cc1OCC	-8%	-12%	?	·	-9%	·	·	-2%

Next section
SMILES	TRb SRC2 PPI	Tau fibril ThT	Tau fluor cs	ALDH1A1 block	Tau FP inhib	L3MBTL1 inh	GLA spleen mod	TR SRC2 fluor cs
CCCCNC(=O)c1c(N)n(Cc2ccc3c(c2)OCO3)c2nc3ccccc3nc12	?	?	?	?	-20%	4%	-17%	1%
CCOP(=O)(OCC)C(NC(=O)Nc1ccc(C)c(Cl)c1)c1ccccc1 (stereo unspecified)	0%	7%	?	11%	?	0%	2%	1%
CN1CC=C(c2c[nH]c3ccccc23)CC1	1%	2%	6%	1%	5%	32µM*	-18%	-3%
Nc1ccccc1	7%	·	·	-4%	·	·	-3%	-2%
NCC(O)c1ccc(O)cc1 (stereo unspecified)	4%&9%&-3%&2%&-1%&-8%	4%&-3%&-6%&-5%&-2%	5%&-4%&-7%&-7%&-6%	9%&-8%&-3%&-10%&-8%&5%	2%&-4%&1%&-1%&-1%	-4%	-11%&-1%&10%&-20%&-30%&-18%	1%&-2%&-7%&-1%&0%&-2%
O=NN(c1ccccc1)c1ccccc1	6%[201 µM]	·	·	?	·	·	14%	4%[201 µM]
CCCc1cc(N2CCN(c3ccc(OC)cc3)CC2)n2cnnc2n1	-4%	?	-7%	·	7%	·	·	0%
C=C(C)[C@H]1Cc2c(ccc3c2O[C@@H]2COc4cc(OC)c(OC)cc4[C@@H]2C3=O)O1	2%	?	-22%&-15%	1%	5%&1%	·	18%&2%	-2%
CSc1ccccc1C(=O)C1CCCN(Cc2cccc(C)n2)C1 (stereo unspecified)	0%	?	-18%	5%	-2%	-7%	4%	3%
CC(C)C1C(=O)N2CCCC2[C@]2(O)O[C@@](NC(=O)[C@@H]3C=C4c5cccc6[nH]cc(c56)C[C@H]4N(C)C3)(C(C)C)C(=O)N12 (stereo partly specified)	2%	20µM*	?	?	?	·	7%	19%
CCS(=O)(=O)N1CCCC(C(=O)N2CCC3(CC2)OCCO3)C1 (stereo unspecified)	-3%	-2%	-4%	4%	-3%	0%	6%	0%
Nc1ncnc2c1ncn2[C@@H]1O[C@H](COP(=O)(O)OP(=O)(O)CP(=O)(O)O)[C@@H](O)[C@H]1O	-2%	-5%	-9%	?	6%	·	8%	0%
COC(=O)C1=C(N)Oc2c(c(=O)oc3ccccc23)[C@]12C(=O)N(C)c1ccccc12	-5%	2%	5%	?	-6%	23%	9%	-11%
Cc1ncc(CNC(=O)N(CCCl)N=O)c(N)n1	5%&-6%	-6%&-1%	-5%&-8%	-16%&4%	-1%&-7%	8%	-9%&4%	-1%&0%
CC(C)(O)C(Cl)(Cl)Cl	-9%&5%	-7%	-3%	4%	0%	·	-4%&10%	?
C=CCN1C(=O)c2ccccc2Sc2ccc(C(=O)N3CCC4(CC3)OCCO4)cc21	1%	1%	-3%	-14%	0%	1%	-4%	-3%
COc1ccc2nc3oc(C(=O)N4CCC5(CC4)OCCO5)cc3cc2c1	2%	-9%	-2%	?	6%	4%	5%	-1%
Cc1ccc(-c2cc(C(=O)N3CCC4(CC3)OCCO4)no2)cc1	5%	-12%	-5%	-7%	2%	5%	-2%	1%
O=C(/C=C/c1ccc(Cl)cc1)N[C@@]12CCC(=O)[C@@H]3Oc4c(O)ccc5c4[C@@]31CCN(CC1CC1)C2C5	1%	5%	-21%	7%	-1%	·	-2%	-3%
COc1ccccc1N1C(=O)NC(=O)/C(=C/c2ccc([N+](=O)[O-])s2)C1=O	9%	·	?	·	32µM*	·	10%	-6%
COc1ccc(OC)c(C2=NOC(C(=O)N3CCC4(CC3)OCCO4)C2)c1 (stereo unspecified)	-21%	5%	8%	1%	-3%	0%	-15%	0%
Cc1ccc(O)c(CN2CCN(c3ccccc3)CC2)c1	-2%	-10%	-16%	-4%	1%	-9%	-3%	-3%
Oc1ccc2c3c1OC1C(O)CC[C@]4(O)C(C2)N(CC2CCC2)CC[C@]314 (stereo partly specified)	3%	-4%	-6%	0%	-3%	·	-24%	2%
COc1ccc(C(=O)Nc2ccc(S(=O)(=O)N(Cc3ccccc3)c3ccccc3)cc2)cc1	8%	?	?	·	16µM*	·	·	-3%
C[C@H]1CC[C@@H]2[C@@H](C)[C@H]3[C@H](C[C@H]4[C@@H]5CC=C6CC(O[C@@H]7O[C@H](CO)[C@H](O)[C@H](O[C@@H]8O[C@H](CO)[C@@H](O)[C@H](O)[C@H]8O)[C@H]7O[C@H]7O[C@@H](C)[C@H](O)[C@@H](O)[C@H]7O)CC[C@]6(C)[C@H]5CC[C@]34C)N2C1 (stereo partly specified)	4%	·	·	22µM*	·	·	3%	2%
CCOP(=O)(OCC)C(NS(=O)(=O)c1ccccc1)C(Cl)(Cl)Cl (stereo unspecified)	0%	1%	9%[2.34 µM]	?	8%	-13%	-5%	-1%
